TCR act – Activators of T cell receptors: qHTS campaign. primary human leukocytes, anti-CD3, IL-2 HTRF, 48 h. Potency, µM (doses to about 9.22 µM), without a hit: at the top dose activation of IL-2 secretion, most hits filed as activators. 330,000 tested, under 10 active; note: % of control where 0% means no effect
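IL-2 release read by HTRF sandwich (Eu cryptate donor, d2 acceptor, 665 nm emission) after 48 hr exposure of primary human leukocytes to compound together with anti-CD3 beads in the absence of co-stimulatory signals.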
TRPV1 ag – HTS Assay for Compounds that Act as Agonists of the Vanilloid Receptor 1; AID 540275, 2011; hit rate 0.19% among 320,000; TRPV1-expressing cells, Fluo-8 calcium influx, agonist mode; activation, % at 8.33 µM; in the data active = activation above about 80%; inconclusive = between about 30% and that limit; note: 0% is about no effect
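TRPV1-expressing cells were cultured overnight at 35.5C and loaded with Fluo-8 calcium dye for 40 to 90 min at room temperature. After a 10 s baseline, compound was added and calcium influx was read kinetically for 3 min (ex 480/em 520 nm).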
TSHR antagonist – Antagonists of the Thyroid Stimulating Hormone Receptor: HTS campaign; activity change, negative = inhibition, % at 11.5 µM; TSHR-expressing cells, TSH-stimulated cAMP HTRF, 2 h; stronger effect = lower value; hit rate 0.2% among 330,000; Thyrotropin receptor (Homo sapiens), P16473;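 active = activity change below a set negative limit, meaning inhibition stronger than a set level, cut at about -70% in these data; inconclusive = activity change between two set negative limits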; note: % is set by controls: 0 for no effect and ±100 for the full control effect
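Inhibition of cAMP made by TSHR-expressing cells under TSH stimulation (4nM final, EC80; 2 h, 37 deg C) is quantified with a one-step lysis HTRF kit, anti-cAMP cryptate versus cAMP-d2.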
USP2a inh – qHTS Assay for Inhibitors of Ubiquitin-specific Protease USP2a Using CHOP2 as the Reporter | Ubiquitin carboxyl-terminal hydrolase 2 (Homo sapiens), O75604 | USP2 core, Ub-CHOP2 coupled fluorogenic reporter, 485/531 | Potency, µM (highest dose often 38.3 µM), inactives show top-dose activity change, negative = inhibition, actives largely listed as inhibitors | hit rate 0.01% among 330,000 | AID 463254, 2010;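 note: potency is the fitted concentration of half-maximal effect; plate controls were DMSO wells for no effect and full inhibition by NEM control for full effect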
Target sequence (O75604 whole entry, looked up): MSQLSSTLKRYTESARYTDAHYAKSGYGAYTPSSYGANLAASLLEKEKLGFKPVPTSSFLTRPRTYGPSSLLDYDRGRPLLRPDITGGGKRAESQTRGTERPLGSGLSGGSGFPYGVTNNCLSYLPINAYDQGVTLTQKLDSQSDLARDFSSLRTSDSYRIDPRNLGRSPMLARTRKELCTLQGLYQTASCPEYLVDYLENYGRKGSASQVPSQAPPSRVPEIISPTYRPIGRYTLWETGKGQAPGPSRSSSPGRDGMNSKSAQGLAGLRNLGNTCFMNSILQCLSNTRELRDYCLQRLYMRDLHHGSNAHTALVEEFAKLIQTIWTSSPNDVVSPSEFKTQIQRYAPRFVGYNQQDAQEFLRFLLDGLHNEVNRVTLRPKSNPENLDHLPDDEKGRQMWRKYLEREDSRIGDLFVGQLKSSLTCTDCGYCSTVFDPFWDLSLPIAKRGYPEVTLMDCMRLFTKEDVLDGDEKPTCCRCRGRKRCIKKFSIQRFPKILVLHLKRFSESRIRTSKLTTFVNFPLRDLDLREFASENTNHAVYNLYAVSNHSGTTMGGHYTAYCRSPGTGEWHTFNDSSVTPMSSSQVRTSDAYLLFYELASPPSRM
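Cell-free coupled assay: 10nM USP2 core preincubated 30min RT with compound in Tris-HCl pH 8.0/CaCl2/CHAPS buffer, then 25nM Ub-CHOP2 and 25nM reporter substrate; fluorescence (Ex 485/Em 531) read after 60min RT, normalized to NEM inhibition, concentration-response curves fitted.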
A-T KAP1 phos – qHTS Assay for Identifying a Potential Treatment of Ataxia-Telangiectasia; […] A-T fibroblasts, KAP-1 phosphorylation AlphaLISA; neocarzinostatin DNA damage 30 min before lysis; Potency, µM (doses to about 57.5 µM), for inactives: top-dose activation, most hits filed as activators; hit rate 0.19% among 320,000; note: potency is the fitted concentration of half-maximal effect; % of control where 0% means no effect; nearly all actives have a fitted effect of over 45% in size
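ATM-like activity read as KAP-1 phosphorylation via AlphaLISA donor/acceptor antibody pairs after lysis and 6 hr at 25C. Cells were ATM-null patient fibroblasts ([…], hTERT), dosed 60 min, then exposed to the DSB inducer NCS for 30 min.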
ELG1 DNA repair – qHTS screen for small molecules that inhibit ELG1-dependent DNA repair in human embryonic kidney (HEK293T) cells expressing luciferase-tagged ELG1. HEK293T ELG1-luciferase reporter, luminescence, 16 h; DNA damage induced by 5-fluorouridine. Potency, µM (highest dose often 46.1 µM), for inactives: top-dose activity change, negative = inhibition, usual class: inhibitors. hit rate 2.3% among 330,000. AID 504467, 2011; note: potency is the fitted concentration of half-maximal effect; % is set by controls: 0 for no effect and ±100 for the full control effect; nearly all actives have a fitted effect of over 55% in size
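HEK293T cells expressing luciferase-tagged ELG1 (2,000/well) received 5-Fluorouridine plus compound or DMSO for 16 hr at 37 °C. Luciferase was read by ONE-Glo luminescence after 30 min at room temperature.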
Eya2 phos inh – qHTS Assay for Inhibitors of the Phosphatase Activity of Eya2; Protein phosphatase EYA2 (Homo sapiens), O00167; recombinant Eya2, OMFP fluorescence dephosphorylation (OMFP is methylfluorescein phosphate); Potency, µM (doses to about 76.9 µM), for inactives: at the highest dose activity, negative = inhibition, hits mostly inhibitors; hit rate 0.006% among 330,000; AID 488837, 2010; note: potency is the fitted concentration of half-maximal effect; % is set by controls: 0 for no effect and ±100 for the full control effect
Target sequence (O00167 whole entry, looked up): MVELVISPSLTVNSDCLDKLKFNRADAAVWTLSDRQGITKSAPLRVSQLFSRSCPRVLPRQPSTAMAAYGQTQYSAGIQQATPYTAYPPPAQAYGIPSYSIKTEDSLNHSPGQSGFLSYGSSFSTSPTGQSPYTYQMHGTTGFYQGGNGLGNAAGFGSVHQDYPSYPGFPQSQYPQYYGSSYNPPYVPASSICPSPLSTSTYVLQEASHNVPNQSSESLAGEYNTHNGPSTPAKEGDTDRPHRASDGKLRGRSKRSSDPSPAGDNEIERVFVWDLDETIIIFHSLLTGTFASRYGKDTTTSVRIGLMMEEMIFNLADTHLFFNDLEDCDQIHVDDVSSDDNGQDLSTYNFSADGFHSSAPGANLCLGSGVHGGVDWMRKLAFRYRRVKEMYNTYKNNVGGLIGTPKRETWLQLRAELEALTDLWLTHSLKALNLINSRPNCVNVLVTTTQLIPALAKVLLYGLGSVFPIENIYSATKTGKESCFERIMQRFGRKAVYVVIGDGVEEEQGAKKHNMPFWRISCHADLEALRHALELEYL
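Eya2 (0.2 uM) preincubated 10 min at ambient with compound, then OMFP substrate added at 50 uM; 10 min reaction in 50 mM HEPES pH 7.5, 50 mM NaCl, 5 uM MgCl2, 0.05% BSA, 1 mM DTT. Fluorescence read at Ex 485/Em 525 nm.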
Mito fusion act – qHTS Assay for Small Molecule Inhibitors of Mitochondrial Division or Activators of Mitochondrial Fusion | S. cerevisiae fusion-defective mutant growth rescue, CellTiterGlo 48 h | Potency, µM (titrated, usually from 46.1 µM), inactives show at the highest dose growth rescue (activation), actives largely listed as activators | hit rate 0.23% among 320,000 | AID 485298, 2010;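 note: potency is the fitted concentration of half-maximal effect; % of control where 0% means no effect; nearly all actives have a fitted effect of over 45% in size; temperature-sensitive fusion mutants such as fzo1-1 at 37 °C on non-fermentable ethanol glycerol medium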
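Luminescent cell viability in 1536-well qHTS format served as the measure of rescued growth in ts fusion-mutant S. cerevisiae cultured on non-fermentable YPEG for 48 hours at 37C.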
KCNH2 3.1 block – qHTS for Inhibitors of KCHN2 3.1: Mutant qHTS; hit rate 0.95% among 340,000; Potassium voltage-gated channel subfamily H member 2, brain isoform KCNH2 3.1 (human); U2OS KCNH2 3.1, thallium flux FluxOr; stronger effect = lower value; activity change, % (tested at about 1.8 µM);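 active = maximum activity change below -70%; inconclusive = maximum activity change from -70% to -50%; inactive = maximum activity change above -50%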;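 note: thallium influx rate constant from kinetic fluorescence after stimulation buffer; % is set by controls: 0 for no effect and ±100 for the full control effect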
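Thallium flux via FluxOr fluorescence (Red40 quencher, 45 min loading) in U2OS cells virally expressing the KCNH2 3.1 isoform (1.77 x 10^8 /mL virus, overnight at 37 C). Rate constants from 2-min kinetic reads post-stimulation, normalised to positive and negative controls.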
KCNH2 WT inh – qHTS for Inhibitors of KCHN2 3.1: Wildtype qHTS | Voltage-gated inwardly rectifying potassium channel KCNH2 (Homo sapiens), Q12809 | U2OS, BacMam KCNH2, thallium flux FluxOr; stronger effect = lower value | activity change, % at 1.84 µM | hit rate 0.37% among 340,000;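 active = maximum activity change below -70%; inconclusive = maximum activity change between -70% and -50%; inactive = maximum activity change above -50%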; note: % is set by controls: 0 for no effect and ±100 for the full control effect
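U2OS cells were transduced with wild-type KCNH2 virus (2.03 x 10^8 / mL) for 4 h at room temperature, then cultured overnight at 37 C. Thallium flux was read with FluxOr dye. Rate constants were normalized to DMSO controls.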
* marks the source's active call; other numbers are inactive results; ? = inconclusive; . = not tested or not shown; [ ] = another dose, or the depositor's remark. Unless noted, calls come from the whole dose curve; as a rule, active = well fitted curve in the direction sought with a large enough effect; inconclusive = small, poorly fitted or top-dose-only effect, or another doubt; inactive = no such curve, though single readings can be large; an effect the other way counts as inactive or inconclusive. A portion of the library; the hit share may differ from the screen's.

cpd | canonical_smiles | TCR act | TRPV1 ag | TSHR antagonist | USP2a inh | A-T KAP1 phos | ELG1 DNA repair | Eya2 phos inh | Mito fusion act | KCNH2 3.1 block | KCNH2 WT inh
1 | COc1ccc(S(=O)(=O)N2CCN(Cc3ccc4c(c3)OCO4)CC2)c2ccccc12 | -23% | -2 | 9 | 1% | 1% | 2% | 3% | -2% | 0 | -5
2 | COc1ccccc1NC(=S)N(CCN(C)C)C(C)c1ccncc1 (centres undefined) | -1% | 2 | 22 | 15% | 5% | -3% | 7% | -4% | -6 | -6
3 | CC(NC(=O)Nc1ccccc1C(F)(F)F)C1CCCO1 (centres undefined) | . | 1 | 1 | -2% | -3% | 8% | -16% | 2% | -1 | 29
4 | CNC(=O)COC(=O)c1cc(SC)ccc1Cl | . | 1 | 0 | -1% | 4% | 4% | 11% | -3% | 3 | -3
5 | c1ccc(SCc2nc3ccccc3[nH]2)cc1 | -4% | ? | -4 | 0% | -2% | ? | -10% | -8% | -6 | -8
6 | CCOC(=O)C1=C(COC(=O)/C=C/c2ccc([N+](=O)[O-])cc2)NC(=O)NC1C (centres undefined) | -3% | 2 | -9 | 1% | 16% | -10% | -7% | -2% | 15 | 6
7 | CC(=O)Nc1ccc(S(=O)(=O)N2CCN(c3ccc([N+](=O)[O-])cc3)CC2)cc1 | -3% | 2 | -17 | 1% | 1% | ? | -2% | -1% | ? | 8
8 | CCc1nnc(NC(=O)CN2CCN(Cc3ccccc3C)CC2)s1 | -2% | 1 | 4 | 0% | 4% | -5% | 2% | -1% | -10 | 1
9 | CCOCCn1c(=O)c2c(nc3n2CC(C)CN3Cc2ccccc2)n(C)c1=O (centres undefined) | -4% | 5 | -6 | 6% | -8% | -26% | -25% | -5% | -6 | 8
10 | CCn1c(=O)cc(OCC(=O)NCCc2ccc(OC)c(OC)c2)c2ccccc21 | 2% | -5 | 2 | 1% | -2% | ? | -3% | -3% | -6 | -21
11 | COc1ccc(C)cc1NC(=O)CN1CCN(c2ccccc2F)CC1 | -2% | 5 | -11 | 3% | 7% | ? | -8% | 30% | 0 | -3
12 | C[C@]12c3[nH]c4ccc(Cl)cc4c3CCN1C(=O)[C@@H](CC(=O)NCC13CC4CC(CC(C4)C1)C3)C[C@@H]2C(=O)N1CCOCC1 | 9%[46.1 µM] | . | 4 | -10% | 10% | ? | -1% | . | -5 | -19
13 | CCOc1ccc(-c2nnn(CC(=O)c3ccc4c(c3)OCCO4)n2)cc1 | 3% | 2 | -26 | -8% | -2% | ? | -2% | -1% | -2 | -2
14 | CC(C)N(C(=O)CSc1nc2ccccc2n1Cc1ccc(F)cc1)C(C)C | 2%[46.1 µM] | ? | -21 | -3% | 14% | 18µM* | -16% | -3% | -15 | 5
15 | CCOC(=O)c1ccc(NC(=O)C2=C(C)Nc3nc(CCCO)nn3C2c2cccc(C)c2)cc1 (centres undefined) | 5% | -1 | 1 | ? | 6% | 1% | 1% | 2% | -3 | 2
16 | Cc1ccc(C(=O)C(OC(=O)COc2ccccc2C)c2ccccc2)cc1 (centres undefined) | -2% | -2 | -6 | -5% | 7% | -3% | -10% | 2% | -11 | -3
17 | Cc1ccc(NC(=O)CSc2nc3[nH]c(=O)cc(O)c3s2)c(Br)c1 | -3% | -1 | -7 | 1% | 3% | 16% | 8% | 4% | -14 | 13
18 | Cc1cccc(OCC(=O)N2CCN(C(=O)Cc3ccccc3)CC2)c1 | 2% | -10 | 1 | 4% | -1% | 2% | -14% | -4% | 4 | 2
19 | CCN(CC)CCC(c1cc(OC)c(OC)c(OC)c1)c1c(OC)cc(OC)c2ccc(=O)oc12 (centres undefined) | -5% | 2 | -7 | 3% | -8% | 4% | -6% | 1% | 18 | 0
20 | COc1cccc(-c2cc3nc4c(c(NCC(C)(C)CN(C)C)n3n2)CCCC4)c1 | 0% | -2 | -5 | 2% | -4% | -13% | 1% | -2% | -10 | 2
21 | CC(C)NC(=O)[C@H](CSCc1ccccc1)N1Cc2ccccc2C1=O | -1% | 27 | 3 | 0% | -6% | -3% | 1% | 3% | 2 | 8
22 | O=C(CNC(=O)c1cccs1)Nc1ccncc1 | 4% | 0 | 5 | 0% | -1% | 0% | 1% | 2% | 2 | 3
23 | NC(=O)CN(C/C=C/c1ccccc1)C/C=C/c1ccccc1 | . | 27 | 10 | -4% | 16% | 0% | -11% | 1% | -3 | -5
24 | O=C(CN1C(=O)NC2(CCCCC2)C1=O)N1CCN(S(=O)(=O)c2cccc(F)c2)CC1 | -5% | 2 | -5 | 3% | -2% | 15% | 3% | 1% | . | 17
25 | Cn1c(C(=O)OC(C(=O)NCC2CCCO2)c2cccnc2)cc2sccc21 (centres undefined) | -46% | 3 | 6 | 0% | -2% | ? | -12% | 8% | 3 | -6
26 | CCOC(=O)N1CCC(NC(=O)c2cc(C(=O)NCc3cccc(Cl)c3)ccc2CO)CC1 | 3% | -3 | -7 | 5% | 1% | ? | -11% | 0% | -13 | -1
27 | Nc1cccc(/C=C/c2ccncc2)c1 | -3% | -7 | -2 | -1% | -2% | ? | -27% | 0% | -3 | -2
28 | Cc1cccc(OCC(=O)NCC(=O)N/N=C/c2ccc(O)cc2O)c1 | 3% | 4 | -11 | 12% | 12% | ? | -17% | 2% | -6 | -11
29 | CC1CN(C(=O)c2ccccc2Oc2ccccc2)CC(C)O1 (centres undefined) | -16% | 2 | 22 | 0% | 3% | -12% | 0% | 1% | 4 | -16
30 | COc1ccc2nc(SCC(=O)NC(C)C)[nH]c2c1 | -2% | -1 | -4 | -2% | 5% | -6% | 2% | -4% | -2 | 15
31 | COc1cccc(C(=O)N2CCN(C(=O)C3CCCO3)CC2)c1 (centres undefined) | 2% | 0 | -3 | 1% | 1% | 13% | -27% | -4% | -4 | -4
32 | Cc1cc(C)nc(NS(=O)(=O)c2ccc(NC(=O)c3ccc(N4C(=O)CCC4=O)cc3)cc2)n1 | -6%[46.1 µM] | -1 | 18 | -1% | -7% | 1% | 5% | -1% | 17 | 5
33 | O=C(NCC(=O)N(c1cccnc1)C(C(=O)NC1CCCC1)c1cccs1)c1cccs1 (centres undefined) | -5% | -1 | -3 | -2% | -3% | 8% | -11% | 2% | 9 | -1
34 | Cc1ccc2c(C)c(C(=O)N(Cc3ccccc3)C3CCS(=O)(=O)C3)oc2c1 (centres undefined) | 9% | 6 | -1 | -7% | 3% | ? | -3% | 19% | 2 | -11
35 | Cc1c(NC(=O)C(C)OC(=O)CC2Sc3ccccc3NC2=O)c(=O)n(-c2ccccc2)n1C (centres undefined) | 9% | 0 | -5 | 1% | 6% | 10% | 9% | 2% | -9 | 1
36 | NCCCC[C@@H](C(=O)N1CCNCC1)n1cc([C@@H](N)CO)nn1 | -1% | 1 | 6 | 0% | -2% | 9% | 21% | -2% | 28 | -11
37 | CCOC(=O)c1oc2ccc(CNC3CCCCC3)c(Cl)c2c1C | 5%[46.1 µM] | -3 | 0 | 3% | 2% | -10% | 1% | -6% | -2 | 9
38 | N#CCN1CCC(c2cc(-c3ccco3)n[nH]2)CC1 | -4% | -8 | -2 | 8% | 0% | 2% | ? | -3% | 7 | 0
39 | CCCOc1ccc(C(=O)Nc2ccc(N3CCN(C(C)=O)CC3)cc2)cc1 | -2%[46.1 µM] | 21 | -4 | 2% | 1% | ? | 5% | 1% | -8 | 5

One compound at a time (already shown). Order of values: TCR act | TRPV1 ag | TSHR antagonist | USP2a inh | A-T KAP1 phos | ELG1 DNA repair | Eya2 phos inh | Mito fusion act | KCNH2 3.1 block | KCNH2 WT inh
CCCOc1ccc(C(=O)Nc2ccc(N3CCN(C(C)=O)CC3)cc2)cc1 is listed as -2%[46.1 µM] | 21 | -4 | 2% | 1% | ? | 5% | 1% | -8 | 5
CCOC(=O)N1CCC(NC(=O)c2cc(C(=O)NCc3cccc(Cl)c3)ccc2CO)CC1 is listed as 3% | -3 | -7 | 5% | 1% | ? | -11% | 0% | -13 | -1
Cc1ccc2c(C)c(C(=O)N(Cc3ccccc3)C3CCS(=O)(=O)C3)oc2c1 (centres undefined) is listed as 9% | 6 | -1 | -7% | 3% | ? | -3% | 19% | 2 | -11
N#CCN1CCC(c2cc(-c3ccco3)n[nH]2)CC1 is listed as -4% | -8 | -2 | 8% | 0% | 2% | ? | -3% | 7 | 0
